Bioassay records from PubChem BioAssay.
Salmonella PhoP GFP = PhoP regulon inhibitors, Salmonella typhi PhoP promoter GFP reporter, confirmatory (AID 1850); one-dose inhibition, % at 50 µM; IC50 in µM for titrated hits; 0.33% of 310,000 active; Salmonella Typhi PhoP-promoter GFP reporter, fluorescence, 4 h; higher % means a stronger effect; in the data active = a potency from the dose series; inconclusive = inhibition mostly from about 25% at the one dose, without a potency; inactive = the rest, 99 in 100 with inhibition below about 19%;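 also: 0% = induced wells with vehicle and 100% = uninduced wells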
M. tuberculosis = growth inhibition of non-replicating M. tuberculosis (AID 488890); Mycobacterium tuberculosis non-replicating, growth inhibition; higher % means a stronger effect; one-dose inhibition, % at 25 µM; IC50 in µM for titrated hits; 0.39% of 320,000 active; in the data active = a potency from the dose series; inconclusive = inhibition mostly from about 82% at the one dose, without a potency; inactive = the rest, 99 in 100 with inhibition below about 76%;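 also: plate controls were DMSO cells for no effect and high antibiotic wells for full effect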
H37Rv inhibition = M. tuberculosis growth inhibition, HTS (AID 449762); M. tuberculosis H37Rv growth inhibition, 7H9 media; higher % means a stronger effect; one-dose inhibition, % at 25 µM; IC50 in µM for titrated hits; 0.59% of 330,000 active; in the data active = a potency from the dose series; inconclusive = inhibition above about 70% without an active follow-up result;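 also: bacterial growth assessed after seven days of incubation; strong numbers were not always called active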
VEEV TC-83 Vero = inhibitors of VEEV TC-83 cytopathic effect, confirmation, Vero cells (AID 588727). Vero cells, VEEV TC-83 cytopathic effect inhibition; higher % means a stronger effect. inhibition, % at 20 µM; hits with a dose series show IC50 in µM. 0.13% of 350,000 active; in the data active = a potency from the dose series; inconclusive = inhibition mostly from about 14% at the one dose, without a potency; inactive = the rest, 99 in 100 with inhibition below about 12%; also: strong numbers were not always called active
H1N1 NS1A inhibition = H1N1 influenza NS1A inhibitors, functional cell based assay (AID 504329); inhibition, % at 12.5 µM, or IC50 in µM where a hit was titrated; 0.3% of 340,000 active; NS1A functional cell-based assay, percent inhibition; higher % means a stronger effect; in the data active = a potency from the dose series; inconclusive = inhibition above about 27% without an active follow-up result; also: strong numbers were not always called active
VEEV TC-83 Vero 10K pilot screen = also measured in VEEV TC-83 Vero; calls as there; inhibition, %; measured here: 10K pilot screen inhibition
Starred values were filed as active, the others as inactive.

Results for C[C@H](CO)N1C[C@H](C)[C@@H](CN(C)C(=O)NC2CCCCC2)Oc2c(NC(=O)C3CCCCC3)cccc2C1=O ?
M. tuberculosis: 13%; H37Rv inhibition: -3%; VEEV TC-83 Vero: 0.6%; H1N1 NS1A inhibition: -14%

How did O=C(O)/C(=C\c1cccc(F)c1)c1ccc(S(=O)(=O)N2CCCC2)s1 do in these assays?
M. tuberculosis: 11%; H37Rv inhibition: -1%; VEEV TC-83 Vero: 2.7%; H1N1 NS1A inhibition: -3%

What do the screens show for `CC1CC(=O)c2cnc(NCc3ccco3)nc2C1` (stereo not given)?
Salmonella PhoP GFP: 4%; M. tuberculosis: -10%; H37Rv inhibition: 2%; VEEV TC-83 Vero: 4.4%; H1N1 NS1A inhibition: 2%

Results for CCOC(=O)c1ccc(-c2c(-c3ccc4c(c3)OCO4)noc2C)cc1F ?
Salmonella PhoP GFP: 7%; M. tuberculosis: 53%; H37Rv inhibition: 33µM*; VEEV TC-83 Vero: inactive; H1N1 NS1A inhibition: -3%

What do the screens show for `COC(=O)CC(NS(=O)(=O)c1cccs1)c1cccc2ccccc12` (stereo not given)?
Salmonella PhoP GFP: -3%; M. tuberculosis: 4%; H37Rv inhibition: 1%; VEEV TC-83 Vero: 2.1%; H1N1 NS1A inhibition: 0%

How did CCOc1cc(C2C(C(=O)OC)=CN(Cc3ccc(Cl)cc3)C=C2C(=O)OC)ccc1O do in these assays?
Salmonella PhoP GFP: -5%; M. tuberculosis: 14%; H37Rv inhibition: -4%; VEEV TC-83 Vero: 1.1%; H1N1 NS1A inhibition: -32%

What do the screens show for `COC(=O)[C@@H]1C[C@@H]2CC[C@@H](O)C[C@@H]2N1Cc1ccc(N2CCN(C)CC2)cc1`?
Salmonella PhoP GFP: -13%; M. tuberculosis: 2%; H37Rv inhibition: -2%; VEEV TC-83 Vero: 1.0%; H1N1 NS1A inhibition: -5%

Results for Cc1ccc(C(=O)OCC(=O)Nc2ccc3c(c2)OCO3)cc1S(=O)(=O)N1CCOCC1 ?
Salmonella PhoP GFP: -9%; H37Rv inhibition: -8%; VEEV TC-83 Vero: 0.8%; H1N1 NS1A inhibition: 7%

What do the screens show for `Cc1ccc(OCCC(=O)OCC(=O)NCc2ccccc2)cc1`?
Salmonella PhoP GFP: 8%; H37Rv inhibition: -3%; VEEV TC-83 Vero: 0.8%; H1N1 NS1A inhibition: -6%

Results for c1csc(-c2nnc(N3CCCCCC3)c3ccccc23)c1 ?
Salmonella PhoP GFP: -6%; M. tuberculosis: 38%; H37Rv inhibition: -3%; VEEV TC-83 Vero: inactive; H1N1 NS1A inhibition: 9%

How did O=C1NC(C(=O)O)=CC(c2cccc(Cl)c2Cl)N1 (stereo not given) do in these assays?
Salmonella PhoP GFP: 7%; M. tuberculosis: -5%; H37Rv inhibition: -5%; VEEV TC-83 Vero: 0.9%; H1N1 NS1A inhibition: -6%; VEEV TC-83 Vero 10K pilot screen: 0.6

Results for O=C(c1cnn2c(C(F)F)cc(-c3ccccc3)nc12)N1CCCCC1c1cccnc1 (stereo not given) ?
Salmonella PhoP GFP: 1%; M. tuberculosis: 14%; H37Rv inhibition: -2%; VEEV TC-83 Vero: 6.0%; H1N1 NS1A inhibition: -6%

Next part; the last two above are carried over.
How did O=C1NC(C(=O)O)=CC(c2cccc(Cl)c2Cl)N1 (stereo not given) do in these assays?
Salmonella PhoP GFP: 7%; M. tuberculosis: -5%; H37Rv inhibition: -5%; VEEV TC-83 Vero: 0.9%; H1N1 NS1A inhibition: -6%; VEEV TC-83 Vero 10K pilot screen: 0.6

Results for O=C(c1cnn2c(C(F)F)cc(-c3ccccc3)nc12)N1CCCCC1c1cccnc1 (stereo not given) ?
Salmonella PhoP GFP: 1%; M. tuberculosis: 14%; H37Rv inhibition: -2%; VEEV TC-83 Vero: 6.0%; H1N1 NS1A inhibition: -6%

How did CCCCC(=O)Nc1cccn2ncnc12 do in these assays?
Salmonella PhoP GFP: 4%; M. tuberculosis: -9%; H37Rv inhibition: -5%; VEEV TC-83 Vero: 5.0%; H1N1 NS1A inhibition: -7%

How did O=c1[nH]c(=S)n(-c2ccc(Cl)cc2)c(O)c1C=Nc1ccc(N2CCOCC2)cc1 do in these assays?
Salmonella PhoP GFP: -9%; M. tuberculosis: 4%; H37Rv inhibition: -4%; VEEV TC-83 Vero: inactive; H1N1 NS1A inhibition: -1%

What do the screens show for `O=C(NNC1CC(=O)N(c2ccc3c(c2)OCCO3)C1=O)c1ccc(Cl)cc1` (stereo not given)?
Salmonella PhoP GFP: 7%; M. tuberculosis: 2%; H37Rv inhibition: -4%; VEEV TC-83 Vero: 0.4%; H1N1 NS1A inhibition: -14%

Results for COc1ccccc1Cn1c(=O)oc2ccc(C)cc21 ?
Salmonella PhoP GFP: 10%; M. tuberculosis: 31%; H37Rv inhibition: 8%; VEEV TC-83 Vero: 0.1%; H1N1 NS1A inhibition: 1%

What do the screens show for `COC(=O)C1=C(C)N(c2ccc(C(=O)OC)cc2)C(=O)C1`?
Salmonella PhoP GFP: 5%; M. tuberculosis: 32%; H37Rv inhibition: 2%; VEEV TC-83 Vero: 1.5%; H1N1 NS1A inhibition: -3%

How did CN(C)S(=O)(=O)c1cccc(NC(=O)COC(=O)c2cccc(S(=O)(=O)N3CCc4ccccc4C3)c2)c1 do in these assays?
Salmonella PhoP GFP: -10%; M. tuberculosis: -1%; H37Rv inhibition: 11%; VEEV TC-83 Vero: 1.3%; H1N1 NS1A inhibition: 25%

Results for O=C(NC1CCCCCCC1O)c1ccccc1 (stereo not given) ?
VEEV TC-83 Vero: 0.7%; H1N1 NS1A inhibition: 8%

What do the screens show for `COC(=O)c1c(C)[nH]c(O)c1C=Nc1ccc(C(C)C)cc1`?
Salmonella PhoP GFP: 5%; M. tuberculosis: 36%; H37Rv inhibition: inconclusive; VEEV TC-83 Vero: 12%; H1N1 NS1A inhibition: 11%

How did O=C(NC(=S)NCCN1CCOCC1)c1ccccc1Cl do in these assays?
Salmonella PhoP GFP: -1%; M. tuberculosis: -18%; H37Rv inhibition: -5%; VEEV TC-83 Vero: 0.2%; H1N1 NS1A inhibition: 2%

What do the screens show for `CCOC(=O)CN(C(=O)CSc1nnc(C)n1-c1ccccc1)c1ccccc1`?
Salmonella PhoP GFP: -1%; M. tuberculosis: -1%; H37Rv inhibition: -4%; VEEV TC-83 Vero: 0.5%; H1N1 NS1A inhibition: 6%

How did Cc1ccc(NC(=O)N2CCCC2C(=O)Nc2nnc(C(C)C)s2)cc1 (stereo not given) do in these assays?
Salmonella PhoP GFP: 10%; M. tuberculosis: -15%; H37Rv inhibition: 2%; VEEV TC-83 Vero: 1.2%; H1N1 NS1A inhibition: -3%

How did CC(=O)NC(Cc1ccccc1)c1ccc2c(c1)OCCCO2 (stereo not given) do in these assays?
Salmonella PhoP GFP: -4%; M. tuberculosis: 5%; H37Rv inhibition: 0%; VEEV TC-83 Vero: 0.4%; H1N1 NS1A inhibition: -8%

Results for Cc1cc(C(=O)NCCC(c2ccccc2)c2ccccc2)c(C)o1 ?
Salmonella PhoP GFP: 2%; M. tuberculosis: 13%; H37Rv inhibition: 3%; VEEV TC-83 Vero: inactive; H1N1 NS1A inhibition: 1%

What do the screens show for `Clc1cccc(-c2ccc(C=Nc3ccc(N4CCOCC4)cc3)o2)c1Cl`?
VEEV TC-83 Vero: 0.1%; H1N1 NS1A inhibition: 1%

What do the screens show for `CCOC(=O)c1c(Nc2ccccc2)sc(/C=C2\C=Nc3ccccc32)c1O`?
Salmonella PhoP GFP: -5%; M. tuberculosis: -2%; H37Rv inhibition: -6%; VEEV TC-83 Vero: 4.8%; H1N1 NS1A inhibition: 0%

How did O=C(NNc1ccc(Cl)cc1)c1cccs1 do in these assays?
Salmonella PhoP GFP: -9%; M. tuberculosis: 79%; H37Rv inhibition: inconclusive; VEEV TC-83 Vero: 3.7%; H1N1 NS1A inhibition: 0%

What do the screens show for `C/C(CC(=O)NCc1ccco1)=N\NC(=O)CC#N`?
Salmonella PhoP GFP: 4%; M. tuberculosis: 48%; H37Rv inhibition: 35%; VEEV TC-83 Vero: inactive; H1N1 NS1A inhibition: -7%

Results for Cc1cc(Br)ccc1NC(=O)c1ccc(-n2cncn2)c([N+](=O)[O-])c1 ?
Salmonella PhoP GFP: 2%; M. tuberculosis: -11%; H37Rv inhibition: -1%; VEEV TC-83 Vero: 2.4%; H1N1 NS1A inhibition: -3%

What do the screens show for `CCOc1ccc(C(=O)NCC(=O)OCCCOC(=O)CNC(=O)c2ccc(OCC)cc2)cc1`?
Salmonella PhoP GFP: 9%; M. tuberculosis: 1%; H37Rv inhibition: 0%; VEEV TC-83 Vero: 1.4%; H1N1 NS1A inhibition: -3%

Results for Cc1ccc(S(=O)(=O)n2c([N+](=O)[O-])cnc2C)c(C)c1C ?
Salmonella PhoP GFP: -2%; M. tuberculosis: -1%; H37Rv inhibition: -6%; VEEV TC-83 Vero: inactive; H1N1 NS1A inhibition: -8%

What do the screens show for `CCc1nn2c(=O)cc(COc3ccc(/C=C4\C(=N)N5N=C(CC(C)C)SC5=NC4=O)cc3)nc2s1`?
Salmonella PhoP GFP: 3%; M. tuberculosis: 7%; H37Rv inhibition: inconclusive

How did C=C1C(=O)O[C@H]2[C@H]1[C@H](OC(=O)CC(=O)O[C@@H]1C[C@@H](C)[C@@H]3C=CC(=O)[C@@]3(C)[C@H]3OC(=O)C(=C)[C@H]13)C[C@@H](C)[C@H]1C=CC(=O)[C@]12C do in these assays?
Salmonella PhoP GFP: 0%; M. tuberculosis: 80%; H37Rv inhibition: 31%; VEEV TC-83 Vero: inactive; H1N1 NS1A inhibition: -8%

What do the screens show for `COc1cccc(-c2ccc3ncnc(NCc4cccc(C)c4)c3c2)c1`?
M. tuberculosis: -12%; H37Rv inhibition: inconclusive; VEEV TC-83 Vero: 2.2%; H1N1 NS1A inhibition: -9%

Results for COc1cccc(OC)c1OCCCOc1ccc(C)cc1Br ?
Salmonella PhoP GFP: -6%; M. tuberculosis: 60%; H37Rv inhibition: 8%; VEEV TC-83 Vero: 0.7%; H1N1 NS1A inhibition: -10%

Reprinted from the part before: 2 compounds, then new ones.
What do the screens show for `COc1cccc(-c2ccc3ncnc(NCc4cccc(C)c4)c3c2)c1`?
M. tuberculosis: -12%; H37Rv inhibition: inconclusive; VEEV TC-83 Vero: 2.2%; H1N1 NS1A inhibition: -9%

Results for COc1cccc(OC)c1OCCCOc1ccc(C)cc1Br ?
Salmonella PhoP GFP: -6%; M. tuberculosis: 60%; H37Rv inhibition: 8%; VEEV TC-83 Vero: 0.7%; H1N1 NS1A inhibition: -10%

How did COc1cccc(C(=O)Nc2ccc(NC(=O)Cc3ccccc3)cc2)c1 do in these assays?
Salmonella PhoP GFP: -3%; M. tuberculosis: 13%; H37Rv inhibition: 9%; VEEV TC-83 Vero: 2.3%; H1N1 NS1A inhibition: -4%

Results for COc1ccc(CNC(=O)C2CCCN2S(=O)(=O)c2ccc(S(=O)(=O)N(C)C)cc2)cc1 (stereo not given) ?
Salmonella PhoP GFP: -5%; M. tuberculosis: 2%; H37Rv inhibition: 3%; VEEV TC-83 Vero: 0.7%; H1N1 NS1A inhibition: -10%

How did Nc1n[nH]c2c1C1(CCCCC1)Cc1ccccc1-2 do in these assays?
Salmonella PhoP GFP: -10%; M. tuberculosis: 44%; H37Rv inhibition: 50%; VEEV TC-83 Vero: 1.2%; H1N1 NS1A inhibition: -17%; VEEV TC-83 Vero 10K pilot screen: 5.0

Results for CCCCOC(=O)c1ccc(NC(=S)N2CCN(c3ncc4c(=O)c(C(=O)O)cn(CC)c4n3)CC2)cc1 ?
Salmonella PhoP GFP: 1%; M. tuberculosis: inconclusive; H37Rv inhibition: 56%; VEEV TC-83 Vero: 2.8%; H1N1 NS1A inhibition: -10%

How did Oc1ccc2c3c1OC1C(O)CC[C@@]4(O)[C@@H](C2)N(CC2CCC2)CC[C@]314 (stereo not given in full) do in these assays?
Salmonella PhoP GFP: -1%; M. tuberculosis: -16%; H37Rv inhibition: 4%

Results for O=C(CSc1ccc2nnc(CCNC(=O)c3ccccc3)n2n1)NC1CCCC1 ?
Salmonella PhoP GFP: 1%; M. tuberculosis: -12%; H37Rv inhibition: -9%; VEEV TC-83 Vero: 2.4%; H1N1 NS1A inhibition: -6%

What do the screens show for `CCOC(=O)C1=C(COC(=O)COc2ccccc2C#N)NC(=O)NC1C` (stereo not given)?
Salmonella PhoP GFP: 5%; M. tuberculosis: 11%; H37Rv inhibition: -4%; VEEV TC-83 Vero: 0.6%; H1N1 NS1A inhibition: -2%

What do the screens show for `COc1cccc(-c2nc3ccccc3s2)c1`?
Salmonella PhoP GFP: -4%; M. tuberculosis: 1%; H37Rv inhibition: -13%; VEEV TC-83 Vero: 5.0%; H1N1 NS1A inhibition: -4%
